Screening results (PubChem)
SIRT5 inh: SIRT5 desuccinylase inhibitors, primary screen, biochemical, fluorescence imaging, single point, set 5. inhibition, % at 15 µM. AID 652115, 2013. 330,000 compounds, 1.1% hits. Purified SirT5, succinyl-peptide AMC, trypsin-coupled fluorescence. NAD-dependent protein deacylase sirtuin-5, mitochondrial (Homo sapiens), Q9NXA8; in the data active = inhibition above about 15%
Target sequence (Q9NXA8 whole entry, looked up): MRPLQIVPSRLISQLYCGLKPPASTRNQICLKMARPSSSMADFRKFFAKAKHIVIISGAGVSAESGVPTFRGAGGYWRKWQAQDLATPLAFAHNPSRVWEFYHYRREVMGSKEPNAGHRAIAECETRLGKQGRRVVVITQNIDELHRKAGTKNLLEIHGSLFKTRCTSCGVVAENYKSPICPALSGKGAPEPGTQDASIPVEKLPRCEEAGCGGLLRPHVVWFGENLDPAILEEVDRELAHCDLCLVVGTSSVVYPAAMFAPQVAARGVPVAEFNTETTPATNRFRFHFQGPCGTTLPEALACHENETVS
Xi reactivation: activators of inactive X chromosome reactivation, primary screen, imaging, XiGFP fibroblasts, GFP high-content imaging, set 2 | XiGFP mouse fibroblasts, % GFP-positive cells imaging, 3 d; cells co-treated with 5-aza-dC sensitizer; scaled so ellipticine positive control = 100% | activation, % at 7.58 µM | 360,000 compounds, 0.055% hits | AID 743238, 2013;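 active = mean normalized replicate activation at least 10% and every replicate at or above 10%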;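 also: 0% = median of on-plate neutral control wells and 100% = ellipticine 6 µM median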
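System: 68-5-11 XiGFP fibroblast line | Buffer or medium: DMEM containing 5-aza-dC | Compound: Single point | Times: Compounds 3 days, fix/stain 15 min at room temperature | Benchmarks: Positive control ellipticine, 6 µM final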
Cneo AK release: Cryptococcus neoformans cell lysis inducers, primary screen, AK release luminescence, single concentration; C. neoformans lysis, adenylate kinase release luminescence, 4 h; normalised: neutral wells 0, clomiphene wells 100; lysis activity, % at 15 µM; 360,000 compounds, 0.2% hits; AID 651654, 2012;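 active = mean lysis activity across replicates of at least 80%, whatever share of replicates individually reach that level; inactive = mean lysis activity below 80%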
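Assay system: Cryptococcus neoformans yeast cells / Dosing: single-point compound dose / Timing: 4 h at 37 °C static, read 1 h later / Measured by: luminescence of released adenylate kinase using an AK detection reagent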
Statin myotox sup: suppressors of statin myotoxicity in C2C12 myotubes, primary screen, cell-based, single point, plate reader; rescue of ATP level, % at 7.49 µM; C2C12 myotubes + simvastatin, ATP luminescence, 48 h; scaled: DMSO 0, geranylgeraniol control 100; AID 602340, 2012; 330,000 compounds, 0.78% hits;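 active = mean ATP rescue above about 67%, or every replicate alone reaching that limit, limit read from the data, passing the limit was not always enough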;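 also: myotubes were challenged with 10 µM simvastatin during compound exposure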
LGR2 antag: inhibitors of bursicon-induced LGR2 CRE-luciferase signal, primary screen, cell-based, HEK293, CRE-luciferase reporter, bursicon stimulation. Drosophila bursicon receptor LGR2 (rickets). bursicon-stimulated, 4 h. inhibition, % at 9.99 µM. 380,000 compounds, 0.35% hits;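 active = drop in luminescence signal, shown as inhibition above about 50% in the replicate tests, limit read from the data, passing the limit was not always enough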;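 also: agonist challenge used bursicon conditioned medium at about half maximal strength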
PGC1a acetyl inh: inhibitors of PGC1a acetylation signal, primary screen, cell-based, U2OS, AlphaScreen, inhibitor mode; AlphaScreen anti-acetyl-lysine; with virally co-expressed GCN5 acetyltransferase; inhibition, % at 15.6 µM; 350,000 compounds, 0.17% hits;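 active = every replicate shows inhibition of at least 40%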;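 also: 0% = neutral control wells and 100% = positive control wells; some results beyond the cut were filed as inactive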
S100A4 MyoIIA: inhibitors of S100A4-myosin IIA peptide binding, primary screen, biochemical, fluorescence polarization, TAMRA-MyoIIA peptide; inhibition, % at 10.7 µM; Protein S100-A4 (Homo sapiens), P26447; AID 652163, 2013; 360,000 compounds, 0.14% hits;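 active = mean inhibition of at least 70% across replicates, with every replicate also reaching that level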
Target sequence (P26447 whole entry, looked up): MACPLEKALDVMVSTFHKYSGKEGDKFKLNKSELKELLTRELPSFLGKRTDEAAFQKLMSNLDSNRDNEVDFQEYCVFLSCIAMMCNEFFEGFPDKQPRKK
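System – human S100A4 monomer protein, biochemical binding assay · Buffer or medium – Calcium-containing HEPES buffer, pH 7.2 · Timing – 5 min between mix addition and reading · Also added – TAMRA-labelled myosin IIA heavy-chain peptide probe, 5 nM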
ERAP1 inh: human ERAP1 aminopeptidase inhibitors, primary screen, biochemical, single point, plate reader | Endoplasmic reticulum aminopeptidase 1 (Homo sapiens), Q9NZ08 | recombinant ERAP1, Leu-AMC fluorescence, 60 min | inhibition, % at 10.7 µM | 340,000 compounds, 0.15% hits | AID 652197, 2013;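 active = mean replicate inhibition of at least 30%, or all replicates individually reaching that 30% level; inactive = mean below 30% and not every replicate reaching it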;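 also: 0% = neutral control wells and 100% = L-leucinethiol positive control wells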
* = called active by the depositor; . = not tested or not shown. Only part of the results is shown. The share of hits here may be higher or lower than overall.

SMILES	SIRT5 inh	Xi reactivation	Cneo AK release	Statin myotox sup	LGR2 antag	PGC1a acetyl inh	S100A4 MyoIIA	ERAP1 inh
N#C[C@@H]1[C@@H](c2ccc(C3=CCCCC3)cc2)[C@H](CO)N1C(=O)NC1CCCCC1	7	-0.1	4	49	1	0	-11	0
Cc1ccc(NC(=O)C2CC(=O)n3c(nc4ccccc43)N2)cc1C (configuration not stated)	1	0.2	4	.	-3	-8	0	2
CCOC(=O)CN/C=C(\C#N)c1ccc(F)cc1	2	0.6	.	-1	-7	.	10	0
O=C(Nc1ccc(CN2CCS(=O)(=O)CC2)cc1)c1ccc(Cl)cc1	3	0.0	-3	.	-8	0	8	1
C[C@H]1CN([C@@H](C)CO)C(=O)CCCn2nncc2CO[C@H]1CN(C)C(=O)Nc1ccc(C(F)(F)F)cc1	-1	-0.6	-2	-2	24	-4	4	0
CN(C)CC(=O)N1[C@@H]2c3ccc(C4=CCCCC4)c(=O)n3C[C@H]1[C@H](CO)[C@H]2C(=O)NCC1CC1	-21	0.3	-2	-3	6	.	6	-1
COCCNC(=O)C1CCCN(C(=O)C2(c3ccc(Cl)cc3)CCCC2)CC1 (configuration not stated)	.	0.2	4	-2	14	-12	0	-6
CC1=C(C(N)=O)C(c2cccc(O)c2)n2nc(CCCO)nc2N1 (configuration not stated)	-4	0.2	2	1	-1	-2	-1	-3
CC(Oc1ccccc1)C(=O)Nc1oc(-c2ccco2)c(-c2ccco2)c1C#N (configuration not stated)	0	0.2	.	23	7	5	0	-3
CNC(=S)N(CCc1c(C)[nH]c2ccc(C)cc12)Cc1cccs1	2	-0.5	.	.	-25	-6	-23	4
N#Cc1ccc(S(=O)(=O)NC2CCN(Cc3ccccc3)CC2)cc1	-1	0.0	.	.	.	.	-1	2
Cc1ccc(NC(=O)COC(=O)CN2CCCCCC2=O)c(C)c1	1	0.0	-1	-25	0	-1	1	3
Cc1cccnc1NC(=O)c1cccc(S(=O)(=O)N2CCN(c3ccc(F)cc3)CC2)c1	0	0.0	1	-4	-3	-7	19	3
O=[N+]([O-])c1ccc(F)c(N=Cc2ccc(Br)s2)c1	-2	0.3	.	.	15	.	-8	1
COc1ccc(NC(=O)CN2C(=O)NC(CC(C)C)C2=O)cc1S(=O)(=O)N1CCOCC1 (configuration not stated)	-2	0.0	.	-5	5	8	12	-6

Among those listed so far, these have a halogen.
SMILES	SIRT5 inh	Xi reactivation	Cneo AK release	Statin myotox sup	LGR2 antag	PGC1a acetyl inh	S100A4 MyoIIA	ERAP1 inh
CCOC(=O)CN/C=C(\C#N)c1ccc(F)cc1	2	0.6	.	-1	-7	.	10	0
O=C(Nc1ccc(CN2CCS(=O)(=O)CC2)cc1)c1ccc(Cl)cc1	3	0.0	-3	.	-8	0	8	1
C[C@H]1CN([C@@H](C)CO)C(=O)CCCn2nncc2CO[C@H]1CN(C)C(=O)Nc1ccc(C(F)(F)F)cc1	-1	-0.6	-2	-2	24	-4	4	0
COCCNC(=O)C1CCCN(C(=O)C2(c3ccc(Cl)cc3)CCCC2)CC1 (configuration not stated)	.	0.2	4	-2	14	-12	0	-6
Cc1cccnc1NC(=O)c1cccc(S(=O)(=O)N2CCN(c3ccc(F)cc3)CC2)c1	0	0.0	1	-4	-3	-7	19	3
O=[N+]([O-])c1ccc(F)c(N=Cc2ccc(Br)s2)c1	-2	0.3	.	.	15	.	-8	1

Continued:
SMILES	SIRT5 inh	Xi reactivation	Cneo AK release	Statin myotox sup	LGR2 antag	PGC1a acetyl inh	S100A4 MyoIIA	ERAP1 inh
COc1ccc(NC(=O)C2Cc3c(-c4ccncc4)ccnc3O2)cc1OC (configuration not stated)	0	0.1	-2	0	-28	4	-2	2
Nc1[nH]c(C(=O)c2ccccc2)c(-c2ccc(Cl)cc2Cl)c1C(=O)c1ccc(Cl)c(Cl)c1	.	0.1	.	.	4	.	-6	18
COc1ccccc1CNC(=O)c1cc(-c2ccccc2)nn1CC1CC(c2cccnc2)=NO1 (configuration not stated)	.	-0.3	0	-5	1	8	6	2
C/C=C/C(=O)OCC(=O)Nc1ccc(SC(F)F)cc1	-2	0.1	10	-2	-57	-4	-5	0
COc1ccc(/C=N/NC(=O)c2cccnc2)cc1O	-3	0.1	-8	-5	-7	35	0	1
COc1cc(NC(=O)c2cccc3c(-c4cnn(C)c4)coc23)cc(OC)c1OC	.	0.2	2	-9	73*	-16	0	-1
CC(C)NC(=O)N(C)C[C@H]1OCCCC[C@@H](C)Oc2ccc(NS(=O)(=O)c3cn(C)cn3)cc2C(=O)N([C@H](C)CO)C[C@H]1C	-2	0.0	-8	.	-2	3	9	2
CCCCC(O)(c1ccc(F)cc1)C(CN1CCOCC1)c1ccc(Cl)cc1 (configuration not stated)	-3	0.0	0	16	12	.	-2	-1
Cc1cccc(C(=O)Nc2ccc(C(=O)/C=C/c3cccnc3)cc2)c1	.	0.0	0	-3	-26	54*	.	.
Cc1ccc(-c2c(C(=O)N/N=C/C3CC=CCC3)nnn2-c2nonc2N)cc1 (configuration not stated)	-2	0.1	3	-5	-8	4	-17	0
COc1ccc([Si](C)(C)[C@@H]2[C@@H](CCn3cc(CCO)nn3)O[C@]3(C(=O)N(c4ccccc4)c4ccccc43)[C@H]2C)cc1	0	.	1	.	.	-47	4	3
C[C@@H]1CN([C@H](C)CO)C(=O)Cc2cc(NC(=O)Cc3cn(C)c4ccccc34)ccc2O[C@@H]1CN(C)C(=O)Nc1ccc(C(F)(F)F)cc1	-3	-0.9	-1	42	13	4	-18	0
O=C(COC(=O)c1ccc(Cl)c(S(=O)(=O)N2CCCCCC2)c1)Nc1ccccc1	-5	0.5	.	.	.	.	-3	-8
O=C(C1CC1)N1CC2(C1)[C@H](c1ccccc1)[C@@H](CO)N2CCC(F)(F)F	-1	0.0	.	.	19	4	3	0
C=CCn1c(N)cc(=O)nc1SCC(=O)Nc1ccc(C(=O)OC)cc1	-2	0.3	-1	1	8	6	-9	6
COc1ccc(N(C(=O)CCC(=O)Nc2cc(C)on2)C(C(=O)NC2CCCC2)c2ccco2)cc1 (configuration not stated)	-1	0.0	.	-3	.	2	-8	8
CC1=NN(C(=O)c2ccc(Cn3ccc([N+](=O)[O-])n3)cc2)C(O)(C(F)(F)F)C1 (configuration not stated)	.	-0.1	0	2	1	16	.	.
C[C@@H]1CCCCO[C@H](CN(C)C)[C@@H](C)CN([C@H](C)CO)C(=O)c2cc(NC(=O)C3CCCCC3)ccc2O1	4	0.0	31	-1	-2	24	-5	-1
Cc1ccccc1C1NC(=O)Cc2ccccc21 (configuration not stated)	.	.	-2	-7	9	-2	.	.
COc1cc(C(=O)NC2CCN(Cc3ccccc3)CC2)cc(Cl)c1OC(C)C	-2	0.2	2	-10	3	2	-1	-5
O=C(CCn1cnc(-c2ccccc2)c1-c1ccccc1)N/N=C/c1ccc(O)cc1	-2	0.4	-1	12	-11	-4	1	-2
Fc1cccc(CCN2CCNC[C@@H]2CC2CCCCC2)c1	-5	-0.3	2	-5	5	6	-7	2
Cc1ccc(C(=O)COC(=O)CCS(=O)(=O)c2ccccc2)cc1[N+](=O)[O-]	-17	0.0	-1	6	2	0	-1	-1
CC(C)c1c(O)nc(SCC(=O)N2CCCCC2)[nH]c1=O	0	0.0	0	1	5	8	1	-2
CC(C)(C)NC(=O)COC(=O)c1ccc(Cl)cc1O	-3	0.0	1	12	10	.	-11	-1
COC(=O)C[C@@H]1CC[C@H]2[C@H](COc3ccc(NS(=O)(=O)c4cccc(F)c4)cc3C(=O)N2C)O1	-1	-0.1	-3	-15	3	0	4	7
COCCn1nnnc1C(c1cccs1)N1CCN(c2cc(C)ccc2C)CC1 (configuration not stated)	.	.	1	5	4	-6	.	.
Cc1ccc2sc(N(CCCN(C)C)C(=O)CCS(=O)(=O)c3ccccc3)nc2c1C	2	-0.1	2	-56	5	.	-2	-4
COc1ccc(CN(C)C[C@H]2Oc3ccc(NC(=O)Cc4ccccc4)cc3C(=O)N([C@H](C)CO)C[C@@H]2C)cc1	3	0.0	1	-37	-10	1	-1	1
COc1ccc(NC(=O)N(C)C[C@@H]2Oc3ccc(NC(=O)NC(C)C)cc3C(=O)N([C@H](C)CO)C[C@H]2C)cc1	2	0.0	0	0	-7	-1	-4	-1
O=C(C[C@H]1C[C@H]2c3cc(NC(=O)Nc4ccccc4F)ccc3O[C@H]2[C@@H](CO)O1)NCc1ccccn1	1	0.1	6	4	4	-3	0	0
Cc1ccc(Nc2cc(=O)[nH]c(=O)[nH]2)cc1Cl	-9	0.0	-1	-17	15	6	-1	-3
O=C(c1ccc2c(c1)OCO2)N1C[C@H]2[C@@H](c3ccccc31)[C@@H](CO)N2Cc1cccnc1	-1	-0.1	0	-33	1	9	-5	-1
COc1ccc(S(=O)(=O)N(C)C[C@H]2Oc3ncc(C#CC4(O)CCCC4)cc3C(=O)N([C@H](C)CO)C[C@@H]2C)cc1	-2	-0.3	0	-6	-2	-22	0	-4
C=CCn1c(SCC(=O)C23CC4CC(CC(C4)C2)C3)nc(O)cc1=O	-4	0.0	1	.	-6	13	3	-5
C/C=C/c1ccc2c(c1)O[C@@H](CN(C)C(=O)C1CC1)[C@@H](C)CN([C@@H](C)CO)S2(=O)=O	.	-1.1	.	31	-10	-13	.	.
Cc1ccccc1Oc1nc2ccccc2n2cnnc12	.	-0.1	.	.	11	2	-2	-1
O=C(/C(Cl)=C/Nc1ccc(Br)cn1)C(F)(F)F	-7	0.0	.	.	-6	.	-4	0
CCCNC(=O)[C@H]1[C@H](CO)[C@H]2Cn3c(ccc(-c4ccccc4F)c3=O)[C@H]2N1C(C)=O	-11	0.6	.	.	0	5	-27	0
COC(=O)[C@H](Cc1ccccc1)NS(=O)(=O)N[C@@H](Cc1ccccc1)C(=O)OC	0	0.0	0	-1	.	-7	-4	0

Five structures from above, arranged by number of heavy atoms, high to low.
SMILES	SIRT5 inh	Xi reactivation	Cneo AK release	Statin myotox sup	LGR2 antag	PGC1a acetyl inh	S100A4 MyoIIA	ERAP1 inh
O=C(c1ccc2c(c1)OCO2)N1C[C@H]2[C@@H](c3ccccc31)[C@@H](CO)N2Cc1cccnc1	-1	-0.1	0	-33	1	9	-5	-1
CCCNC(=O)[C@H]1[C@H](CO)[C@H]2Cn3c(ccc(-c4ccccc4F)c3=O)[C@H]2N1C(C)=O	-11	0.6	.	.	0	5	-27	0
C=CCn1c(SCC(=O)C23CC4CC(CC(C4)C2)C3)nc(O)cc1=O	-4	0.0	1	.	-6	13	3	-5
Cc1ccccc1Oc1nc2ccccc2n2cnnc12	.	-0.1	.	.	11	2	-2	-1
Cc1ccc(Nc2cc(=O)[nH]c(=O)[nH]2)cc1Cl	-9	0.0	-1	-17	15	6	-1	-3
